From PubChem BioAssay
Keap1 Nrf2 FP – Keap1-Nrf2 protein-protein interaction inhibitors, primary screen, biochemical, fluorescence polarization, single point | Kelch-like ECH-associated protein 1 (Homo sapiens), Q14145 | Keap1 Kelch-Nrf2 peptide fluorescence polarization, 1536-well | inhibition, % at 9.4 µM | 340,000 tested, 0.15% active | AID 504523, 2011; in the data active means inhibition above about 12%;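 further: human Keap1 Kelch domain with fluorescein labeled Nrf2 9mer peptide probe; 0% = neutral control wells and 100% = peptide positive control; higher means more block of Keap1 binding to Nrf2 peptide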
DAGLB inhibitor – DAGLB lipase inhibitors, primary screen, biochemical, fluorescence, HTS. Diacylglycerol lipase-beta (Homo sapiens), Q8NCG7. HEK293T DAGLB membrane lysate, EnzChek fluorogenic substrate. inhibition, % at 5.17 µM. 340,000 tested, 0.059% active. AID 504411, 2011; in the data active means inhibition above about 34%;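 further: 0% = enzyme with vehicle and 100% = wells lacking enzyme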
Target sequence (Q8NCG7 whole entry, looked up): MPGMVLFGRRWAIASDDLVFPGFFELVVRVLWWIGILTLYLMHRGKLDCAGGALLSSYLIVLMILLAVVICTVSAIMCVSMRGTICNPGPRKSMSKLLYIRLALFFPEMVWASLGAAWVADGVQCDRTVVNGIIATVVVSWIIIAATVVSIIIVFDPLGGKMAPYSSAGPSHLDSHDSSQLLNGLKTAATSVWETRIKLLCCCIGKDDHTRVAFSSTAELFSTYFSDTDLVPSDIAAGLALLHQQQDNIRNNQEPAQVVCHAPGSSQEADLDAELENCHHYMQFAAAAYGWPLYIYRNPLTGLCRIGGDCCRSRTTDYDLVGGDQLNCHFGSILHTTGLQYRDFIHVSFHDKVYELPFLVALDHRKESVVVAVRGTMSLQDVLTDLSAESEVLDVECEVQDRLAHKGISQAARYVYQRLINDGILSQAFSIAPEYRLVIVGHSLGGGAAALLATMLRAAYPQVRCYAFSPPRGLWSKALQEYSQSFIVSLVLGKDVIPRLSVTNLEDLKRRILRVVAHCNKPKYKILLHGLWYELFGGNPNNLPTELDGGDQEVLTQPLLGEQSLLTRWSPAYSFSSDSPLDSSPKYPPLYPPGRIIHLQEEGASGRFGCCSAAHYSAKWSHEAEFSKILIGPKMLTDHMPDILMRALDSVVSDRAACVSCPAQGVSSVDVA
RTF Ca sens inh – cardiac RTF calcium sensitivity inhibitors, primary screen, biochemical, IANBD-TnC fluorescence, EC70 calcium. Troponin I, cardiac muscle (Homo sapiens) + Troponin T, cardiac muscle (Homo sapiens) + …. 340,000 tested, 0.12% active. inhibition, % at 7.15 µM. AID 493244, 2011. IANBD-labeled cardiac RTF, Ca2+ fluorescence;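 active means inhibition above the mean inhibition of all tested compounds plus 3 SD, cut at about 17% in these data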;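 further: assay run at fixed EC70 calcium of 1.6 mM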
C-LANA FP – inhibitors of KSHV C-LANA binding to DNA, primary screen, biochemical, fluorescence polarization, FAM-LBS DNA, MBP-C-LANA, single point. inhibition, % at 9 µM. 340,000 tested, 0.078% active;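 active means highest replicate inhibition at or above 60% at 9 µM, even if other replicates fall short; inactive means all replicates below 60% inhibition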;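 further: 0% = neutral control wells and 100% = 4 µM acridine orange control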
Rtt109 Vps75 – inhibitors of C. albicans Rtt109/Vps75 HAT, primary screen, biochemical, ThioGlo CoA-SH fluorescence, plate reader | Histone acetyltransferase RTT109 (Candida albicans (strain SC5314 / ATCC MYA-2876)), … | 330,000 tested, 0.16% active | purified Rtt109/Vps75, 4 h | inhibition, % at 34.9 µM;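 active means inhibition of at least 50% in every replicate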
CAL PDZ FP-1 – CAL PDZ peptide-binding inhibitors, primary screen, biochemical, fluorescence polarization, Cer-tagged CAL PDZ, HTS | Golgi-associated PDZ and coiled-coil motif-containing protein (Homo sapiens), Q9HD26 | purified CAL PDZ, TMR-peptide fluorescence polarization, 1 h | inhibition, % at 20 µM | 330,000 tested, 0.02% active | AID 504414, 2011;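 active means highest replicate inhibition of at least 40%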;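 further: plate controls were DMSO neutral control wells for no effect and unlabeled competitor peptide control wells for full effect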
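material = purified tagged CAL PDZ domain construct (CerCALP) | compound dosing = 20 µM, one dose | times = 1 h at RT | measured by = fluorescence polarization from S- and P-plane intensities, G-factor corrected | read-out = inhibition from polarization loss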
PKA-R2B activ – activators of PKA-R2B holoenzyme, primary screen, biochemical, fluorescence polarization, Cy5-IP20, human | cAMP-dependent protein kinase catalytic subunit beta (Homo sapiens) + cAMP-dependent … | PKA-R2B holoenzyme dissociation; R2B truncated from residue 108, S112A mutant; 0% DMSO only, 100% 113 µM cGMP | activation, % at 11.4 µM | 340,000 tested, 0.079% active | AID 504700, 2011;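 active means activation above a cutoff set at the mean over all compounds plus 3 SD, cut at about 18% in these data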;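 further: higher means more holoenzyme dissociation and a rise in polarization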
Target sequence (P31323 whole entry, looked up, other chains not shown, the tested form may be a part): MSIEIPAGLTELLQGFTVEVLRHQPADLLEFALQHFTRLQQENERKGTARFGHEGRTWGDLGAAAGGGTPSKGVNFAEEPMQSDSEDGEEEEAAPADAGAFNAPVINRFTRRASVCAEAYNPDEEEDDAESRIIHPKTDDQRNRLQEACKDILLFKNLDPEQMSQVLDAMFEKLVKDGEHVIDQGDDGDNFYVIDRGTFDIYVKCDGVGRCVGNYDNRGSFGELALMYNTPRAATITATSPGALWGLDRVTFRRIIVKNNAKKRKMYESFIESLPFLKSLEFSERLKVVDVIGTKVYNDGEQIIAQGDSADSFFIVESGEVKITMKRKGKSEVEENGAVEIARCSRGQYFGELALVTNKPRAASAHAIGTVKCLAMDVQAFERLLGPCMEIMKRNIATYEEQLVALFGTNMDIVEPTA
cardiac RTF act – cardiac RTF calcium sensitivity activators, primary screen, biochemical, IANBD-TnC fluorescence, EC20 calcium | 340,000 tested, 0.24% active | AID 493008, 2010 | Troponin I, cardiac muscle (Homo sapiens) + Troponin T, cardiac muscle (Homo sapiens) + … | IANBD-labeled TnC RTF fluorescence at EC20 calcium; 0% EC20 calcium, 100% full calcium | activation, % at 7.2 µM;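 active means activation above the mean over all tested compounds plus 3 SD, cut at about 30% in these data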;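 further: rise in fluorescence read as greater calcium sensitivity of cardiac thin filaments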
CAL PDZ FP-2 – untagged CAL PDZ binding inhibitors, primary screen, biochemical, fluorescence polarization, HTS; 300,000 tested, 0.92% active; inhibition, % at 24.9 µM; purified CAL PDZ, TMR-peptide fluorescence polarization, 1 h; AID 602252, 2012;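 active means mean inhibition of at least 30% with at least half of replicates also reaching 30%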;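 further: 0% = DMSO neutral control and 100% = excess unlabeled competitor peptide PRC23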
SR-BI uptake up – activators of SR-BI mediated DiI-HDL uptake, primary screen, ldlA[mSR-BI] CHO cells, DiI fluorescence; 3 h; 100 = double the neutral-control signal; activation, % at 12.5 µM; 320,000 tested, 0.096% active;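 active means mean replicate activation of at least 60% and every replicate at or above 60%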;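 further: 0% = median plate neutral-control signal and 100% = twice that signal; values of inactives mirror those of a sister screen read the other way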
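Test system: SR-BI-overexpressing, LDLR-lacking CHO cells; Medium: Ham's F12 with 0.5% BSA, HEPES 25 mM, pH 7.4; Schedule: 3 h, 37 °C; Technique: bottom-read fluorescence, 550/595 nm.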
* = called active by the depositor. No enrichment for hits; any-hit rate near 1.6%.

What do the screens show for `CC(C)c1ccc(OCC(=O)NCc2ccco2)cc1`?
Keap1 Nrf2 FP: -2.4; DAGLB inhibitor: -9.8; RTF Ca sens inh: -2.7; C-LANA FP: -0.2; Rtt109 Vps75: 15.1; CAL PDZ FP-1: -0.8; PKA-R2B activ: -11.3; cardiac RTF act: -5.7; CAL PDZ FP-2: -1.6; SR-BI uptake up: 6.5

Results for CN1C(=O)[C@@H]2[C@@H]3C[C@@H]([C@H]4ON=C(c5ccc(Cl)cc5Cl)[C@@H]34)[C@@H]2C1=O ?
Keap1 Nrf2 FP: -6.0; DAGLB inhibitor: 0.4; RTF Ca sens inh: -9.3; C-LANA FP: 1.6; Rtt109 Vps75: 5.3; CAL PDZ FP-1: -0.9; PKA-R2B activ: -7.7; cardiac RTF act: -2.5; CAL PDZ FP-2: -3.9; SR-BI uptake up: 16.0

How did CC(=O)c1cccc(NC(=O)c2cc(-c3ccco3)on2)c1 do in these assays?
Keap1 Nrf2 FP: -3.2; DAGLB inhibitor: -2.3; RTF Ca sens inh: -5.6; C-LANA FP: 2.1; Rtt109 Vps75: 11.1; CAL PDZ FP-1: -1.8; PKA-R2B activ: 4.9; cardiac RTF act: 0.7; CAL PDZ FP-2: -2.7; SR-BI uptake up: -24.0

What do the screens show for `Cc1ccccc1-c1nc(CN2CCC(C(=O)NCCN3CCOCC3)CC2)c(C)o1`?
Keap1 Nrf2 FP: -0.5; DAGLB inhibitor: 1.3; RTF Ca sens inh: -20.7; C-LANA FP: -1.4; Rtt109 Vps75: 4.6; CAL PDZ FP-1: -3.6; PKA-R2B activ: 5.2; cardiac RTF act: -0.6; CAL PDZ FP-2: -2.0; SR-BI uptake up: 16.6

How did CCOC(=O)C(C)n1cnc2c1c(=O)[nH]c(=O)n2C (stereo not given) do in these assays?
Keap1 Nrf2 FP: 7.7; DAGLB inhibitor: -3.3; RTF Ca sens inh: 3.0; C-LANA FP: -1.5; Rtt109 Vps75: -1.3; CAL PDZ FP-1: -8.3; PKA-R2B activ: 7.5; cardiac RTF act: -2.1; CAL PDZ FP-2: -1.5; SR-BI uptake up: 13.4

What do the screens show for `CSc1nnc(Cn2c(=O)sc3ccccc32)n1C`?
Keap1 Nrf2 FP: 1.2; DAGLB inhibitor: -2.3; RTF Ca sens inh: -2.8; C-LANA FP: 1.7; Rtt109 Vps75: -7.2; CAL PDZ FP-1: -0.4; PKA-R2B activ: 7.9; cardiac RTF act: 2.1; CAL PDZ FP-2: -2.4; SR-BI uptake up: -1.4

Results for CCOc1c(CNCCCSc2nc(C)cc(C)n2)cccc1OC ?
Keap1 Nrf2 FP: -3.3; DAGLB inhibitor: -1.8; RTF Ca sens inh: -17.1; C-LANA FP: 1.9; Rtt109 Vps75: 0.8; CAL PDZ FP-1: -6.0; PKA-R2B activ: 12.7; cardiac RTF act: 0.5; SR-BI uptake up: -10.3

Results for Cc1ccc(-c2nnc3ccc(SCC(=O)N4CCCc5ccccc54)nn23)cc1 ?
Keap1 Nrf2 FP: 3.1; DAGLB inhibitor: -0.9; RTF Ca sens inh: -25.2; C-LANA FP: 1.6; Rtt109 Vps75: -4.9; CAL PDZ FP-1: -6.8; PKA-R2B activ: -4.3; cardiac RTF act: -4.6; CAL PDZ FP-2: -2.3; SR-BI uptake up: -12.3

Results for O=C(COc1ccc2ccc(=O)oc2c1)Nc1ccc(N2CCOCC2)cc1 ?
Keap1 Nrf2 FP: -2.2; DAGLB inhibitor: -0.9; RTF Ca sens inh: 15.8; C-LANA FP: -1.7; Rtt109 Vps75: -6.9; CAL PDZ FP-1: -1.8; PKA-R2B activ: -8.8; cardiac RTF act: -1.7; CAL PDZ FP-2: -2.1; SR-BI uptake up: -1.1

Results for CC(=O)Nc1ccc(S(=O)(=O)NCCNc2ccccc2[N+](=O)[O-])cc1 ?
Keap1 Nrf2 FP: 0.4; DAGLB inhibitor: 0.8; RTF Ca sens inh: 1.1; C-LANA FP: -0.1; Rtt109 Vps75: 13.7; CAL PDZ FP-1: -0.1; PKA-R2B activ: -13.2; cardiac RTF act: 11.0; SR-BI uptake up: 3.6

How did O=C(OCC(=O)N1CCCCCC1)c1n[nH]c(=O)c2ccccc12 do in these assays?
Keap1 Nrf2 FP: 0.9; DAGLB inhibitor: 0.6; RTF Ca sens inh: 0.6; C-LANA FP: 1.6; Rtt109 Vps75: 2.0; PKA-R2B activ: -2.7; cardiac RTF act: -9.1; CAL PDZ FP-2: -0.6; SR-BI uptake up: 6.1

What do the screens show for `CCc1noc(C)c1C(=O)Nc1nc(-c2cc(C)ccc2C)c(C)s1`?
Keap1 Nrf2 FP: -3.6; DAGLB inhibitor: -7.4; RTF Ca sens inh: -6.3; C-LANA FP: 1.0; Rtt109 Vps75: 45.6; CAL PDZ FP-1: -1.3; PKA-R2B activ: 4.9; cardiac RTF act: 5.6; CAL PDZ FP-2: -1.6; SR-BI uptake up: -28.3

How did COc1ccccc1CNC(=O)c1csc(Cc2ccc(Cl)cc2)n1 do in these assays?
Keap1 Nrf2 FP: 1.0; DAGLB inhibitor: -5.2; RTF Ca sens inh: -6.3; C-LANA FP: -1.5; Rtt109 Vps75: 2.3; CAL PDZ FP-1: -3.8; PKA-R2B activ: 9.3; cardiac RTF act: -1.7; CAL PDZ FP-2: -2.0; SR-BI uptake up: 0.7

What do the screens show for `COC(=O)[C@@H](NC(=O)c1ccc(OC2CCN(Cc3ccccn3)CC2)cc1)C(C)C`?
Keap1 Nrf2 FP: -0.4; DAGLB inhibitor: -1.3; RTF Ca sens inh: -10.3; C-LANA FP: -0.7; CAL PDZ FP-1: -0.8; PKA-R2B activ: 19.5*; cardiac RTF act: 3.4; CAL PDZ FP-2: 0.4; SR-BI uptake up: 36.1

What do the screens show for `CC1(C)CC(=O)C2=C(C1)NC(=O)NC2c1ccccc1Cl` (stereo not given)?
Keap1 Nrf2 FP: -1.1; DAGLB inhibitor: -1.1; RTF Ca sens inh: -0.5; C-LANA FP: -0.8; CAL PDZ FP-1: 0.5; PKA-R2B activ: -7.8; cardiac RTF act: -2.1; CAL PDZ FP-2: 3.3; SR-BI uptake up: 4.2

Results for O=C(c1ccccc1)N1CCOC12CCN(c1ncc(C(F)(F)F)cc1Cl)CC2 ?
Keap1 Nrf2 FP: 0.6; DAGLB inhibitor: -1.9; RTF Ca sens inh: -7.0; C-LANA FP: 0.8; Rtt109 Vps75: 22.2; CAL PDZ FP-1: -0.7; PKA-R2B activ: -11.7; cardiac RTF act: -2.5; CAL PDZ FP-2: -3.4; SR-BI uptake up: 6.0

Results for CN(Cc1ccccc1)C(=O)c1cccc(NC(=O)Cc2ccc(NC(=O)C3CCN(C(=O)C4CC4)CC3)cc2)c1 ?
Keap1 Nrf2 FP: -2.2; DAGLB inhibitor: -1.8; RTF Ca sens inh: -5.4; C-LANA FP: -0.3; Rtt109 Vps75: 2.6; CAL PDZ FP-1: -0.4; PKA-R2B activ: -7.8; cardiac RTF act: -8.4; CAL PDZ FP-2: -4.5; SR-BI uptake up: -18.4

Results for COc1ccc(/C=N\NS(=O)(=O)c2ccc(C)cc2)cc1COc1ccccc1[N+](=O)[O-] ?
Keap1 Nrf2 FP: -2.1; DAGLB inhibitor: 0.0; RTF Ca sens inh: 4.0; C-LANA FP: -2.0; Rtt109 Vps75: -2.6; CAL PDZ FP-1: -1.3; PKA-R2B activ: -4.3; cardiac RTF act: 2.0; CAL PDZ FP-2: 6.4; SR-BI uptake up: 6.8

How did CS(=O)(=O)NCCSCc1ccc(Cl)cc1 do in these assays?
Keap1 Nrf2 FP: -5.8; DAGLB inhibitor: 1.8; RTF Ca sens inh: -16.9; C-LANA FP: 1.9; Rtt109 Vps75: -2.8; CAL PDZ FP-1: -1.3; PKA-R2B activ: 3.5; cardiac RTF act: 9.4; CAL PDZ FP-2: -5.6; SR-BI uptake up: 17.1

How did O=C(O)CCCNS(=O)(=O)c1cccc2nsnc12 do in these assays?
Keap1 Nrf2 FP: -5.6; DAGLB inhibitor: 1.4; RTF Ca sens inh: -17.6; C-LANA FP: -1.4; Rtt109 Vps75: -11.4; CAL PDZ FP-1: -2.0; PKA-R2B activ: -4.6; cardiac RTF act: -2.2; CAL PDZ FP-2: -6.5; SR-BI uptake up: 3.7

What do the screens show for `O=C(NCC(c1ccco1)N1CCc2ccccc21)c1ccccc1F` (stereo not given)?
Keap1 Nrf2 FP: -0.3; DAGLB inhibitor: -0.7; RTF Ca sens inh: 3.6; C-LANA FP: 0.5; Rtt109 Vps75: 11.9; CAL PDZ FP-1: -2.4; PKA-R2B activ: -2.1; cardiac RTF act: -2.7; CAL PDZ FP-2: 4.1; SR-BI uptake up: -3.5

What do the screens show for `COc1cccc(C(=O)NC(=S)Nc2ccccc2N2CCOCC2)c1`?
Keap1 Nrf2 FP: -4.3; DAGLB inhibitor: -16.1; RTF Ca sens inh: -2.8; C-LANA FP: -1.8; Rtt109 Vps75: 8.2; CAL PDZ FP-1: -0.8; PKA-R2B activ: -4.3; cardiac RTF act: -3.8; CAL PDZ FP-2: -12.8

Structural class: the entries above containing fluorine.
Results for O=C(c1ccccc1)N1CCOC12CCN(c1ncc(C(F)(F)F)cc1Cl)CC2 ?
Keap1 Nrf2 FP: 0.6; DAGLB inhibitor: -1.9; RTF Ca sens inh: -7.0; C-LANA FP: 0.8; Rtt109 Vps75: 22.2; CAL PDZ FP-1: -0.7; PKA-R2B activ: -11.7; cardiac RTF act: -2.5; CAL PDZ FP-2: -3.4; SR-BI uptake up: 6.0

What do the screens show for `O=C(NCC(c1ccco1)N1CCc2ccccc21)c1ccccc1F` (stereo not given)?
Keap1 Nrf2 FP: -0.3; DAGLB inhibitor: -0.7; RTF Ca sens inh: 3.6; C-LANA FP: 0.5; Rtt109 Vps75: 11.9; CAL PDZ FP-1: -2.4; PKA-R2B activ: -2.1; cardiac RTF act: -2.7; CAL PDZ FP-2: 4.1; SR-BI uptake up: -3.5
